Source: PubChem BioAssay
NTMT1 inh: NTMT1 methyltransferase inhibition; NTMT1 MTase-Glo SAH luminescence, purified enzyme; Q9BV86; Potency, µM (titrated, usually from 114 µM), inactives show at the top dose activity change, negative = inhibition, usual class: inhibitors; actives 2.5% (n = 59,000);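 also: potency is read from the fitted curve at half-maximal effect; plate controls were DMSO vehicle for no effect and no enzyme for full effect; nearly all actives have a fitted effect of over 65% in size; many of its hits are not listed in these tables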
Target sequence (Q9BV86 whole entry, looked up): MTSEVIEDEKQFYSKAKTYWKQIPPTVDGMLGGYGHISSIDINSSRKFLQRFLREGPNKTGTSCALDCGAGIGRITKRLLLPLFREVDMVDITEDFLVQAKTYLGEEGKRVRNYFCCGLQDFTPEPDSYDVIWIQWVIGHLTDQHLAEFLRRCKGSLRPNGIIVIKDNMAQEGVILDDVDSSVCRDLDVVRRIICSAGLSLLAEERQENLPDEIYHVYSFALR
B2AR arrestin ag: ADRB2 beta-arrestin recruitment; AID 1347077; Potency, µM (titrated, usually from 46.1 µM), inactives show at the top dose activation, usual class: activators; P07550; HTLA Tango cells, beta-arrestin recruitment, luciferase luminescence, 18 h; 44,000 tested, under 10 active;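 also: potency is read from the fitted curve at half-maximal effect; 0% = DMSO and full agonism = EC100 isoproterenol or metaproterenol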
Target sequence (P07550 whole entry, looked up): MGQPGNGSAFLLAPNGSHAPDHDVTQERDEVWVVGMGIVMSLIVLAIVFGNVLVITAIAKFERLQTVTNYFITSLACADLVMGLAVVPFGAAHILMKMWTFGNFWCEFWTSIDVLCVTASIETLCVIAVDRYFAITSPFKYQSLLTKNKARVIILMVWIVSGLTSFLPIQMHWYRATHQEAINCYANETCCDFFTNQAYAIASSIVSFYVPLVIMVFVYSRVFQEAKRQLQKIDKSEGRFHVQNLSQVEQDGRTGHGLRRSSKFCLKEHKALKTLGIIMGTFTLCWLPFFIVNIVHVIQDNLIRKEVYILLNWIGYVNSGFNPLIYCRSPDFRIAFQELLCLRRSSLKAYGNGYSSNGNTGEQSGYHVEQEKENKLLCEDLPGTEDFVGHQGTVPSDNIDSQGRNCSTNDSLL
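Ligand-induced beta-arrestin recruitment to recombinant beta2-AR is measured via a tTA-driven luciferase reporter in Tango cells after 18 hr compound exposure at 37 degrees C. Concentrations span up to 46 microM.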
p53null 32C kill: selectivity test: cytotoxicity in p53 null cells, permissive temperature; Potency, µM (titrated, usually from 46.1 µM), without a hit: top-dose activity change, negative = cytotoxicity, hits mostly cytotoxic; actives 0.62% (n = 55,000); H1299-neo p53 null cells, ATP luminescence, 24 h, 32C; AID 903;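 also: potency is read from the fitted curve at half-maximal effect; 0% = DMSO only and -100% = full killing by 100 µM tamoxifen; nearly all actives have a fitted effect of over 55% in size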
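H1299-neo, 600 cells/well; overnight 37C; cpd up to 46 uM, 24 h at 32C; ATPlite luminescence after 20 min RT; normalized to DMSO (0%) and tamoxifen 100 uM (100% kill); Hill-fit AC50.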
FH mod: Identification of activators of human fumarate hydratase by quantitative high-throughput screening; Fumarate hydratase, mitochondrial (Homo sapiens), P07954; FH coupled MDH/diaphorase resazurin fluorescence, 15 min; Potency, µM (top dose mostly 79.9 µM), inactives show at the highest dose activity change, negative = inhibition, actives largely listed as inhibitors; actives 0.22% (n = 54,000); also: potency is read from the fitted curve at half-maximal effect; % is scaled to controls: 0 for no effect and ±100 for the full control effect; the screen sought activators but most active calls are inhibition curves; nearly all actives have a fitted effect of over 45% in size
p53null 39C tox: p53 null cell cytotoxicity, nonpermissive temperature | H1299 p53-null (neo) cells, 39C, ATPlite viability, 24 h | Potency, µM (titrated, usually from 46.1 µM), without a hit: top-dose activity, negative = cell killing, actives largely listed as cytotoxic | actives 0.97% (n = 55,000);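 also: potency is read from the fitted curve at half-maximal effect; 0% = DMSO only and -100% = full killing by 100 µM tamoxifen; nearly all actives have a fitted effect of over 50% in size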
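Cells seeded at 600/well, 37C overnight. Compound added (up to 46 uM), plates shifted to 39C for 24 hr. ATPlite added, luminescence read after 20 min at room temperature.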
GALK inhibitor: inhibits human galactokinase. P51570. recombinant GALK, Kinase-Glo ATP luminescence, 1 h. Potency, µM (highest dose often 57.5 µM), without a hit: at the highest dose activity, negative = inhibition, hits mostly inhibitors. 44,000 tested, under 10 active;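 also: plate controls were full GALK reaction for no effect and reaction lacking GALK for full effect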
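Human GALK (5 nM) was incubated with 35 uM ATP and 100 uM galactose in 20 mM HEPES pH 8.0 with MgCl2, NaCl, DTT and BSA for 1 h at room temperature. Remaining ATP was measured by Kinase-Glo Plus luminescence.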
PTAP-TSG101 blk: blocks PTAP binding to human TSG101, validation; Fluorescence polarization, FITC-PTAP peptide/Tsg101, 20 min; Potency, µM (top dose mostly 115 µM), inactives show at the highest dose activity change, negative = inhibition, usual class: inhibitors; 44,000 tested, under 10 active; also: potency is read from the fitted curve at half-maximal effect; 0% is about no effect
Target sequence (Q99816 whole entry, looked up): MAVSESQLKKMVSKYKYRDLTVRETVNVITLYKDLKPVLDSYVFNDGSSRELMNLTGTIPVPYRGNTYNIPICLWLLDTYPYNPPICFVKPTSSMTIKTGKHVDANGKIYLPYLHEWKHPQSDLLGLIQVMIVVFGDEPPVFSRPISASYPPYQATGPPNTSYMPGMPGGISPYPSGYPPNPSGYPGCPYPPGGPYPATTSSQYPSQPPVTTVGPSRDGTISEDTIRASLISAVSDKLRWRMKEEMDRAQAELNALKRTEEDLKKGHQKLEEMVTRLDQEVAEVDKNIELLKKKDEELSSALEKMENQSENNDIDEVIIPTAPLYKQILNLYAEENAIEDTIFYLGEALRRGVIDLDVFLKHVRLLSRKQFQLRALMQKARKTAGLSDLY
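FITC-labeled PTAP peptide (50 nM final) binding to Tsg101 binding domain (10 uM final) read by fluorescence polarization after 20 min at r.t. in HEPES pH 7.5 buffer. Actives by CRC class, <25 µM.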
Starred values were filed as active, the others as inactive; u = inconclusive; x = not tested or not shown; [ ] = dose if it differs, or a comment. Calls follow the shape of the dose curve; as a rule, active = well fitted curve in the direction sought with a large enough effect; inconclusive = small, poorly fitted or top-dose-only effect, or another doubt; inactive = no such curve, though single readings can be large; an effect the other way counts as inactive or inconclusive. Not all compounds are listed (hit frequency here may not be typical).

The opening eleven records, ahead of the listing:
smiles,NTMT1 inh,B2AR arrestin ag,p53null 32C kill,FH mod,p53null 39C tox,GALK inhibitor,PTAP-TSG101 blk
O=C(Nc1ccc(F)c(Cl)c1)c1cc(S(=O)(=O)N2CCCc3ccccc32)ccc1F,17%,-1%,2%,-16%,13%,0%,0%
CC(C)(C)c1ccc(C(=O)Nc2cc(-c3nc4ccccc4o3)ccc2Cl)cc1,13%,0%,-8%,-4%,26%,-1%,40%[activator]
CCOC(=O)c1[nH]c(C)c(CCC(=O)N2CCN(c3ccccc3)CC2)c1C,-6%,0%,6%,-7%,-6%,-1%,1%
COc1cc(Br)ccc1C1C(C(=O)Nc2ccc(C)cc2C)=C(C)Nc2nnnn21 (centres undefined),-2%,-2%,15%,1%,4%,7%,4%
Nc1c(-c2nc(-c3ccc4c(c3)OCO4)cs2)c2ccccn2c1C(=O)c1ccccc1,5%,1%,-7%,-9%,1%,-1%,-3%
Cc1cc(C)cc(NC(=O)Cn2c(C)cc(C)c(C#N)c2=O)c1,2%,-1%,3%,3%,3%,-3%,-2%
CCOc1ccc(OCC)c(NC(=O)Cn2nc(CC)n3c(cc4sccc43)c2=O)c1,-16%,0%,-5%,-1%,-19%,2%,0%
Cc1ccc(Cl)cc1-n1ncc2c(NC3CCCCCC3)ncnc21,22%,-1%,38%[activator],-28%,16%,-6%,-1%
Cc1cc(C)c2oc(C(=O)Nc3c(C(=O)c4ccc(F)cc4)oc4ccccc34)cc(=O)c2c1,5%,1%,2%,-11%,8%,4%,-4%
Cc1nn(CC(=O)NCc2ccccc2Br)c(=O)c2cc3occc3n12,0%,1%,u,u,4%,5%,-1%
CCc1ccc(NC(=O)Cn2c(=O)n(-c3cccc(OC)c3)c(=O)c3c(C)c(C(=O)N(C)C)sc32)cc1,u,-1%,-2%,-2%,5%,2%,1%

This part in full (from the top)
smiles,NTMT1 inh,B2AR arrestin ag,p53null 32C kill,FH mod,p53null 39C tox,GALK inhibitor,PTAP-TSG101 blk
O=C(Nc1ccc(F)c(Cl)c1)c1cc(S(=O)(=O)N2CCCc3ccccc32)ccc1F,17%,-1%,2%,-16%,13%,0%,0%
CC(C)(C)c1ccc(C(=O)Nc2cc(-c3nc4ccccc4o3)ccc2Cl)cc1,13%,0%,-8%,-4%,26%,-1%,40%[activator]
CCOC(=O)c1[nH]c(C)c(CCC(=O)N2CCN(c3ccccc3)CC2)c1C,-6%,0%,6%,-7%,-6%,-1%,1%
COc1cc(Br)ccc1C1C(C(=O)Nc2ccc(C)cc2C)=C(C)Nc2nnnn21 (centres undefined),-2%,-2%,15%,1%,4%,7%,4%
Nc1c(-c2nc(-c3ccc4c(c3)OCO4)cs2)c2ccccn2c1C(=O)c1ccccc1,5%,1%,-7%,-9%,1%,-1%,-3%
Cc1cc(C)cc(NC(=O)Cn2c(C)cc(C)c(C#N)c2=O)c1,2%,-1%,3%,3%,3%,-3%,-2%
CCOc1ccc(OCC)c(NC(=O)Cn2nc(CC)n3c(cc4sccc43)c2=O)c1,-16%,0%,-5%,-1%,-19%,2%,0%
Cc1ccc(Cl)cc1-n1ncc2c(NC3CCCCCC3)ncnc21,22%,-1%,38%[activator],-28%,16%,-6%,-1%
Cc1cc(C)c2oc(C(=O)Nc3c(C(=O)c4ccc(F)cc4)oc4ccccc34)cc(=O)c2c1,5%,1%,2%,-11%,8%,4%,-4%
Cc1nn(CC(=O)NCc2ccccc2Br)c(=O)c2cc3occc3n12,0%,1%,u,u,4%,5%,-1%
CCc1ccc(NC(=O)Cn2c(=O)n(-c3cccc(OC)c3)c(=O)c3c(C)c(C(=O)N(C)C)sc32)cc1,u,-1%,-2%,-2%,5%,2%,1%
CC1=C(C(=O)Nc2ccc(Cl)cc2)C(C(C)C)n2nc(SCc3ccc(Cl)cc3)nc2N1 (centres undefined),13%,0%,7%,2%,12%,2%,0%
CSc1ccc(CCNC(=O)CN2C(=O)COc3ccc(S(=O)(=O)N4CCCCCC4)cc32)cc1,-2%,0%,8%,-13%,-8%,-2%,1%
COc1ccc(C2=CC(c3ccccc3Cl)n3nc(-c4ccc(C)cc4)nc3N2)cc1 (centres undefined),17%,0%,6%,-17%,7%,0%,1%
COc1cccc(CN2CCc3nc(N4CCN(c5ncccn5)CC4)ncc3C2)c1,-2%,0%,4%,-10%,-17%,4%,0%
Cc1ccc(NC(=O)CN(c2ccccc2)S(=O)(=O)N(C)C)cc1Cl,4%,1%,4%,-24%,24%,2%,-3%
CCOC(=O)N1CCC2(CC1)OC(=O)C(C)=C2C(=O)NCc1ccc(C)cc1,4%,0%,15%,9%,-8%,2%,1%
COc1cccc(CN2C(=O)c3ccccc3C2C(=O)NCCc2ccccc2)c1 (centres undefined),6%,-2%,9%,-3%,-12%,3%,-4%
Cc1ccc(CCNC(=O)CCS(=O)(=O)c2cc3c(cc2C)NC(=O)CO3)cc1,-11%,-1%,5%,-1%,1%,4%,-2%
CCOc1ccc2nc(Cl)c(C3CC(c4ccc(C)cc4)=NN3C(=O)CCCC(=O)O)cc2c1 (centres undefined),x,1%,3%,x,-6%,2%,0%
CCOc1ccc(NC(=O)c2sc3nc4c(cc3c2N)CCCCCC4)cc1,-4%,-2%,-16%,-5%,-14%,3%,0%
COc1ccc(OC)c(CNc2ncnc3c2nc2n3CCCC2)c1,-2%,0%,u,-5%,-9%,1%,-8%
CCOc1ccc(NC(=O)CC2C(=O)N(c3ccccc3)C(=O)N2Cc2cccc(OC)c2)cc1 (centres undefined),x,0%,-5%,x,-17%,1%,-1%
COc1ccc(CC(=O)Nc2sc3c(c2C(=O)Nc2cccc(C)c2)CCCCC3)cc1,1%,0%,-13%,-3%,u,-2%,2%
CCOC(=O)c1c(C)c(-c2ccccc2)n(CC(=O)Nc2cccc(F)c2)c1C,7%,0%,0%,-8%,-13%,-7%,8%
Cc1ccc(CNC(=O)c2c(-c3ccccc3Cl)noc2C)o1,-4%,0%,7%,-1%,-30%,0%,-4%
COc1cc(C2NC(=O)c3c(sc4c3CCN(C)C4)N2)cc(OC)c1OC (centres undefined),-29%,0%,11%,-6%,21%,2%,-16%
CC(C)c1ccc(NC(=O)C(Cc2ccccc2)NS(=O)(=O)c2ccc3c(c2)CCC(=O)N3)cc1 (centres undefined),u,1%,-3%,-18%,16%,7%,1%
Cc1ccc(NC(=O)Cn2c(=O)c3ccc(Cl)cc3n3nncc23)cc1,-3%,1%,6%,5%,-15%,2%,3%
CCOc1ccc(-c2nc3c(c(CC)nn3-c3ccccc3)c3cc(OC)c(OC)cc23)cc1,x,1%,-3%,x,-23%,2%,2%
C=CCc1cccc2cc(C(=O)Nc3ccc(F)cc3)c(=O)oc12,u,0%,4%,4%,-15%,0%,-3%
CC(C)(C)c1ccc(CSC2=Nc3ccccc3C3=NC(CC(=O)NCc4cccs4)C(=O)N23)cc1 (centres undefined),12%,-3%,18%,-15%,2%,-2%,-12%
Cn1cnc(S(=O)(=O)N2CCC(C(=O)Nc3ccc(OC(F)(F)F)cc3)CC2)c1,-2%,1%,-1%,-11%,14%,-3%,-1%
O=C(CSc1nc(-c2ccccc2)nc2c1CCCC2)c1ccc(F)cc1,1%,1%,2%,0%,25%,0%,1%
Cc1cccc(N2CCN(S(=O)(=O)c3cc(C(=O)Nc4ccc(Oc5ccccc5)cc4)ccc3F)CC2C)c1 (centres undefined),5%,0%,7%,1%,9%,-1%,-1%
CN(C)c1ccc(-c2nc3cnccn3c2Nc2cccc(C(F)(F)F)c2)cc1,-7%,1%,5%,-12%,-1%,-4%,-5%
COc1ccccc1CNC(=O)c1cnc2sc(N3CCCCCC3)nn2c1=O,u,-1%,-7%,-11%,1%,2%,-3%
Cc1ccc(CNC(=O)Cc2c(C)c3c(cc(C)c4c(C)coc43)oc2=O)cc1,10%,0%,-5%,1%,-11%,-4%,4%
COc1ccc(/C=C/C(=O)Nc2ccc3nc4c(c(Nc5ccc(OC)c(OC)c5)c3c2)CCCC4)cc1,-3%,0%,13µM*,-19%,6.3µM*,4%,1%
COc1ccc2c(c1)c1c(c(=O)n(-c3ccc(F)c(Cl)c3)c(=O)n1Cc1ccccc1F)n2C,6%,-1%,3%,2%,-1%,2%,0%
O=C(CSc1nc2ccccc2n1Cc1ccccc1)N1CCN(c2ccc(F)cc2)CC1,11%,1%,-10%,2%,9%,-5%,3%
Cc1ccc(NC(=O)CSc2nc3ccc(NC(=O)c4cccs4)cc3s2)cc1,4%,-4%,-6%,-1%,-13%,0%,3%
COc1cc(C)ccc1OCCSc1nc2ccc(NC(=O)c3ccc(F)cc3)cc2s1,1%,-5%,-9%,-4%,-11%,0%,-3%
CCCCc1ccc(NC(=O)COc2cccc3c(=O)n(C)ccc23)cc1,1%,1%,-5%,15%,-6%,-11%,2%
Cc1ccc(CN(C(=O)c2ccccc2F)c2ccccn2)o1,u,0%,-11%,-18%,-1%,0%,-8%
Cc1cccc(Oc2ccc3c(c2)Oc2ccccc2NC3=O)c1,u,0%,u,-4%,-31%,9%,3%
CCOc1ccccc1CNC(=O)CCCn1nc(C)c2sc3ccccc3c2c1=O,1%,-3%,-3%,-5%,-8%,-11%,1%
Cn1nc(-c2ccc(N3CCCCC3)c(NC(=O)c3ccc(Cl)cc3)c2)c2ccccc2c1=O,15%,0%,2%,-4%,-5%,3%,-6%
CCc1ccccc1NC(=O)C1CCN(S(=O)(=O)c2ccccc2)CC1,5%,1%,4%,2%,-15%,0%,-5%
COc1ccc(C2(N3CCN(c4cccc(C)c4C)CC3)C(=O)c3ccccc3C2=O)cc1,x,-2%,-7%,x,-20%,0%,-3%

Next compounds
smiles,NTMT1 inh,B2AR arrestin ag,p53null 32C kill,FH mod,p53null 39C tox,GALK inhibitor,PTAP-TSG101 blk
CC(C)(C)OC(=O)N1CCC(c2c(C(=O)N3CCc4ccccc4C3)cnn2-c2ccc(Cl)cc2)CC1,-1%,2%,7%,-23%,51%[activator],0%,0%
CCOc1ccccc1NC(=O)c1c(NC(=O)COc2ccccc2)sc2c1CCCC2,-1%,0%,0%,0%,-4%,3%,-2%
Cc1ccc2c(c1)N(C(=O)c1ccc(F)cc1)C(C)(C)CC2(C)c1ccccc1 (centres undefined),-5%,0%,34%[activator],u,3%,2%,0%
COc1ccc(C(Nc2ccccn2)c2ccc3ccc(C)nc3c2O)cc1C (centres undefined),11%,0%,u,12%,u,0%,-5%
